Compound activity: PubChem, The Scripps Research Institute Molecular Screening Center
GPR151 ag: activators of human GPR151, primary screen, cell-based, PathHunter beta-arrestin, luminescence. activation, % at 11.2 µM. G-protein coupled receptor 151 (Homo sapiens), Q8TDV0. AID 1508602, 2020. actives 1% (n = 650,000). PathHunter beta-arrestin GPR151 cells; in the data active means activation above about 4.9%;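 further: 0% = median of compound wells and 100% = cells with positive control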
Target sequence (Q8TDV0 whole entry, looked up): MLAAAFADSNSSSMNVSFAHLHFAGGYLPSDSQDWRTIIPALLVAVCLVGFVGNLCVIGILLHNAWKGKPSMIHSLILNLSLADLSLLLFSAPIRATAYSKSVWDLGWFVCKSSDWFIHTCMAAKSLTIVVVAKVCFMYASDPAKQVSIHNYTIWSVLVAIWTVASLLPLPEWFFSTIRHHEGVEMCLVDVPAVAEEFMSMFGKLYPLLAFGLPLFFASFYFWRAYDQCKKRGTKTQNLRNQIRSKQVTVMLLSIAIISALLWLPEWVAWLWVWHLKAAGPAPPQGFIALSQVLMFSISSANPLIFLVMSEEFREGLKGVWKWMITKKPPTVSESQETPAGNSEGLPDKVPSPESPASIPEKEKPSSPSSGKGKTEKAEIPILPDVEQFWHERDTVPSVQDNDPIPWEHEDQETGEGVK
MITF primary: MITF inhibitors, primary screen, biochemical, AlphaScreen, human; AlphaScreen MITF homodimerization, bead proximity signal; inhibition, % at 2.6 µM; actives 0.91% (n = 650,000); AID 1259374, 2018; in the data active means inhibition above about 50%;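 further: 0% = vehicle wells with protein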
Target sequence (O75030 whole entry, looked up): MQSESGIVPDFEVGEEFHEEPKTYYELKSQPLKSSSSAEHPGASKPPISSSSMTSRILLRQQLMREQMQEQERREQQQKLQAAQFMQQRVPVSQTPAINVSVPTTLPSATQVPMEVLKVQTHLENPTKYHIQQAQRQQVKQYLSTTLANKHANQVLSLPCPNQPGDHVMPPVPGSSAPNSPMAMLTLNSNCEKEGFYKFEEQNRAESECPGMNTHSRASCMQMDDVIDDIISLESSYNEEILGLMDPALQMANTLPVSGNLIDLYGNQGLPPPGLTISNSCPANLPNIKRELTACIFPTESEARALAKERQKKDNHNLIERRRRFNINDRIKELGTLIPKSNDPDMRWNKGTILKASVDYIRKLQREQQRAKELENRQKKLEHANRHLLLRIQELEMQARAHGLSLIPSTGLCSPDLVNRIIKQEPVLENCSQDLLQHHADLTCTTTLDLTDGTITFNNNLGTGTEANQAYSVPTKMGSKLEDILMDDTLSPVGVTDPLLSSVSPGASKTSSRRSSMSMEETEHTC
FBW7 act: FBW7 E3 ligase activators, primary screen, biochemical, AlphaScreen, human. AlphaScreen FBW7–phospho-cyclin E peptide binding, activator screen. AID 1259310, 2017. actives 0.13% (n = 650,000). F-box/WD repeat-containing protein 7 (Homo sapiens), Q969H0. normalized activity (activation), % at 26.1 µM; in the data active means normalized activity above about 1.9%;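 further: purified mutant Fbw7 with reduced substrate affinity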
TEAD-YAP inh: TEAD-YAP interaction inhibition, primary screen, TEAD-YAP interaction inhibitor project, luminescence, HEK-TIYL cells; TEAD-Gal4/YAP UAS-luciferase luminescence; inhibition, % at 9.12 µM; actives 1.4% (n = 640,000); in the data active means inhibition above about 32%;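 further: 0% = median of test compound wells and 100% = reference inhibitor wells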
An asterisk follows results filed as active; & = joins results of further samples.

SMILES | GPR151 ag | MITF primary | FBW7 act | TEAD-YAP inh
CCC(C(=O)NC1CCCC1)n1c2ccccc2c2nc(=O)cc(C)n21 (configuration not stated) | -0.9 | 9 | 0.4 | 1
COc1ccc(/C=C2\N=C(c3ccc(C)cc3)NC2=O)cc1 | 0.5 | 6 | 1.4 | 14
COC(=O)c1ccc(C(=O)N(CC2CCCO2)c2nc3c(C)ccc(C)c3s2)cc1 (configuration not stated) | 1.5 | -13 | 0.2 | 14
NS(=O)(=O)c1ccc(CCNc2ncnc3c2c(-c2ccccc2)cn3-c2cccc(Cl)c2)cc1 | 0.4 | 11 | 0.2 | 10
CC(C)(C)c1ccc(/C=C2\C(=O)Nc3ccccc32)cc1 | 0.8 | 11 | -0.1 | 26
COC(=O)CCC/C=C1/SCC(NC(=O)c2ccccc2)C1=O (configuration not stated) | -0.5 | -7 | -0.1 | -5
CCOC(=O)c1ccc(NC(=O)Cc2csc(-c3ccccc3)n2)cc1 | 0.4 | 7 | 0.1 | 0
Cc1ccc(C2SCC(=O)N2Cc2cn3ccsc3n2)o1 (configuration not stated) | -1.3 | -9 | -0.3 | -7
CC1(C)CC(C(=O)COc2ccc3c(-c4ccccc4)cc(=O)oc3c2)CCO1 (configuration not stated) | 1.4 | -5 | -0.1 | 6
CCOC(=O)CN(c1cccc(C)c1C)S(C)(=O)=O | -0.3 | 0 | 0.0 | 7
CC1CCCCC1NC(=O)CSc1nnc(COc2ccc(Cl)cc2)o1 (configuration not stated) | 0.7 | 0 | 0.0 | -2
Cc1ccc(S(=O)(=O)NCCN2CCOCC2)cc1C | -0.1 | 9 | 0.0 | 7
C=CCn1c(SCC(=O)c2[nH]c(C)c(C(=O)OCC)c2C)nc2scc(-c3ccc(OC)cc3)c2c1=O | -1.7 | -12 | -0.2 | -3
Cc1ccc(OCCSc2nc3ccccc3[nH]2)c(C(C)C)c1 | 0.9 | 1 | 0.0 | -8
CCOC(=O)c1cc(=O)n(Cc2ccccc2C)c2ccccc12 | -0.9 | 8 | 0.2 | 14
O=c1c(CNCCO)cc2cc3c(cc2n1Cc1cccc(C(F)(F)F)c1)CCC3 | -1.0 | 8 | 0.0 | 6
CC(=O)c1ccc(N2CCN(C(=O)c3ccc(Cn4c(=S)[nH]c5cc6c(cc5c4=O)OCO6)cc3)CC2)cc1 | 0.4 | 7 | 0.3 | -10
CC(=O)Nc1cccc(NCc2cc(Cc3ccccc3Cl)cc([N+](=O)[O-])c2O)c1 | -0.2 | 2 | 0.0 | 3
O=C(COc1ccccc1)Nc1cc([N+](=O)[O-])ccc1O | -8.3 | 3 | -0.1 | 56*
C/C(=N/NC(=O)CSc1nc2ccccc2[nH]1)c1cccs1 | -1.5 | 10 | 0.0 | -3
C/C(=N\NC(=O)c1cccnc1)c1ccc(Cl)c(Cl)c1 | 0.8 | 13 | 0.1 | -13
CCOC(=O)C1CCN(Cc2cccc(OC)c2OC)CC1 | -0.1 | -17 | -0.1 | 1
COc1ccc(CCNc2cc3c(nn2)Oc2ccccc2N3C)cc1OC | -0.6 | -2 | 0.1 | 5
COC(=O)c1ccc(NC(=O)Cc2ccccc2OC)cc1 | 1.8 | -9 | 0.1 | -11
CC(=O)C(Cc1ccccc1)NC(=O)COC(=O)c1cccc(C)c1 (configuration not stated) | -0.2 | -10 | 0.2 | 1
Cc1cc(=O)[nH]c(SCCCOc2ccc([N+](=O)[O-])cc2)n1 | 1.9 | 17 | 0.1 | 14
CCOC(=O)c1sc2nc(N)c(C#N)c(CC)c2c1N | 0.7 | 7 | -0.1 | -16
CCN(CCO)C(=S)Nc1cccc(C)c1 | 0.1 | 4 | 0.2 | 1
COc1ccc(Nc2ncc(-c3cccnc3)n3ccnc23)cc1 | -0.4 | -10 | 0.2 | -7
COCCN(C(=O)CC1(c2ccccc2)CC(=O)N(Cc2cccs2)C1=O)C(C)C (configuration not stated) | -1.6 | 3 | 0.0 | 5
CC(=O)OC1c2cc(C)ccc2NC(c2ccccc2)C1(C)C (configuration not stated) | 0.2 | -1 | -0.2 | 63*
COC(=O)CC(NC(=O)c1ccc(C)cc1)c1ccccc1 (configuration not stated) | -0.1 | 21 | 0.0 | -8
CN(CCc1ccccn1)Cc1cccc([N+](=O)[O-])c1 | -1.3 | 47 | 0.1 | -1
Cc1cccc(-c2ccc(NC(=O)C3CCN(Cc4ccon4)CC3)cc2)c1 | 2.4 | 7 | 0.1 | -7
O=C(c1nc2ccccn2c1CNCCN1CCCCC1)N1CCOCC1 | 0.9 | 3 | 0.0 | -13
Cc1c(N2C(=O)c3ccc(Br)cc3C2=O)c(=O)n(-c2ccccc2)n1C | 5.2* | 3 | -0.1 | -5
Cc1ccn2c(C(=O)NCC(C)C)c(C)nc2c1 | 1.0 | 0 | -0.3 | 5
COc1ccc(Cc2nnc(Nc3ccc(F)cc3)[nH]c2=O)cc1 | -0.8 | 4 | -0.1 | 13
Cc1ccc(Sc2cc(C(=O)NCCC(C)C)c3ccccc3n2)cc1 | -2.1 | -5 | 0.0 | 2
CC1CCCCC1NC(=O)C(=O)Nc1ccccc1Cl (configuration not stated) | -1.0 | 16 | 0.0 | -52
COc1cccc(NC(=O)CCC2CCN(C(C)Cn3nc(C)cc3C)CC2)c1 (configuration not stated) | 0.7 | 21 | 0.2 | 2
CCOc1ccc(NC(=S)N/N=C2\CC(=O)c3ccccc32)cc1 | -1.4 | -9 | -0.2 | -38
CCN1CCN(CCC(=O)Nc2ccc3c(c2)OCCO3)CC1 | -0.8 | 104* | 0.1 | 1
COC(=O)C1=C(C)NC2=C(C(=O)CC(c3ccc(OC)cc3)C2)C1c1cc(Br)c(O)c(OC)c1 (configuration not stated) | -0.1 | 12 | 0.9 | 18
CC(=O)Nc1ccc(S(=O)(=O)N2CCN(c3ccc([N+](=O)[O-])c(NC4CC4)c3)CC2)cc1 | 1.1 | 6 | -0.3 | -6
CC(=O)N1CCC(N2CCC(n3nccc3NC(=O)Nc3ccccc3Cl)CC2)CC1 | 0.4 | 2 | 0.0 | 3
O=C1NC(=O)C(Cc2ccc(C(=O)O)cc2)S1 (configuration not stated) | 1.7 | 1 | 0.1 | 5
O=C(O)CC1OC(=O)c2cc3c(cc21)C(=O)OC3CC(=O)O (configuration not stated) | 1.4 | -4 | 0.0 | 1

Complete entries as entered above. Screens in order: GPR151 ag | MITF primary | FBW7 act | TEAD-YAP inh
CCN1CCN(CCC(=O)Nc2ccc3c(c2)OCCO3)CC1 reads -0.8 | 104* | 0.1 | 1
CC(=O)N1CCC(N2CCC(n3nccc3NC(=O)Nc3ccccc3Cl)CC2)CC1 reads 0.4 | 2 | 0.0 | 3
O=C1NC(=O)C(Cc2ccc(C(=O)O)cc2)S1 (configuration not stated) reads 1.7 | 1 | 0.1 | 5
CCOc1ccc(NC(=S)N/N=C2\CC(=O)c3ccccc32)cc1 reads -1.4 | -9 | -0.2 | -38
CC(=O)Nc1ccc(S(=O)(=O)N2CCN(c3ccc([N+](=O)[O-])c(NC4CC4)c3)CC2)cc1 reads 1.1 | 6 | -0.3 | -6

Next part.
SMILES | GPR151 ag | MITF primary | FBW7 act | TEAD-YAP inh
CCOC(=O)C1=C(C)NC2=C(C(=O)CCC2)C1c1ccccc1Br (configuration not stated) | -0.5&1.2 | 0&-11 | 0.7&0.0 | 5&0
CC(C)C(N=C1NS(=O)(=O)c2ccccc21)C(=O)O (configuration not stated) | -0.1 | 2 | 0.8 | 7
CS(=O)(=O)N(CC(=O)Nc1cccc(Br)c1)Cc1ccc(Cl)cc1 | 1.2 | -5 | -0.1 | 2
Cc1n(Cc2cccc(F)c2)cc[n+]1C | -0.3 | 4 | -0.1 | -7
O=C(O)[C@H]1CCC(=O)N1Cc1ccco1 | -2.3 | 0 | 0.1 | 6
Cc1ccc(NC(=O)C2CC(=O)N=C(N)S2)cc1 (configuration not stated) | -0.6 | 14 | 0.5 | -3
CC#CC(=O)N1CCC(C2(Cc3cccc(F)c3)NC(=O)N(CCCN(C)C)C2=O)CC1 (configuration not stated) | 0.8 | 7 | 0.1 | -9
O=C1CCC(C(=O)NCC2Cc3cc(-c4cncnc4)cc(Cl)c3O2)=NN1 (configuration not stated) | -0.4 | -10 | -0.1 | -1
CCOC(=O)CC(NC(=O)Cc1ccc(F)cc1)c1ccccc1Cl (configuration not stated) | -0.7 | -2 | 0.0 | -1
O=C1NC(c2ccccc2F)Nc2sc3c(c21)CCCC3 (configuration not stated) | -2.3 | 6 | -0.1 | -16
O=C(O)c1ccc2c(c1)CCCN2 | -2.5 | 19 | 0.0 | -3
COc1ccc(N=Cc2ccc(OC(C)=O)cc2)cc1 | 0.0 | -4 | -0.3 | 11
CCOC(=O)C(C)NC(=O)CCc1nnc2ccc(N3CCCCC3)nn12 (configuration not stated) | 0.4 | 21 | 0.4 | -1
OCCC1CN(Cc2c(F)ccc(F)c2F)CCN1Cc1cccs1 (configuration not stated) | -0.9 | 2 | -0.1 | 4
Cc1ccc(OCC(=O)N/N=C\c2ccccc2OCC(=O)O)cc1 | 0.1 | 5 | 0.0 | 9
Cc1ccc(C(=O)Nc2ccc(N(C)C)cc2)o1 | -6.3 | 14 | -0.1 | -5
COc1ccc(C(=O)NC(C)CCn2cccn2)cc1OC1CCN(C(C)C)CC1 (configuration not stated) | 0.1 | 5 | 0.0 | 7
COC(=O)C1=C(N)Oc2cc(C)n(C)c(=O)c2C1c1cccc(OC)c1 (configuration not stated) | 1.9 | 6 | -0.3 | -2
Clc1cccc(-c2nnc3ccc4ccccc4n23)c1Cl | -0.4 | 13 | 0.1 | -8
COCCCNc1nc2c(c(=O)n(Cc3cccc(Br)c3)c(=O)n2C)n1C | 0.3 | 10 | -0.1 | 11
c1csc(-c2ccc(SCc3ccncc3)nn2)c1 | 2.9 | -18 | -0.4 | -28
O=c1nc(N2CCCCC2)nc(Nc2ccc([N+](=O)[O-])cc2)[nH]1 | -0.6 | 9 | 0.0 | 7
Cc1ccc(CNc2ccc(C(=O)Nc3cc(F)cc(F)c3)cc2[N+](=O)[O-])cc1 | 0.3 | 12 | -0.1 | 1
NC(=O)C1CCN(c2c(C(=O)c3ccccc3)cnc3ccc(F)cc23)CC1 | -0.1 | 2 | 0.1 | -5
COc1cc(OC)cc(C(=O)NCC23C=CC(O2)C2C(=O)N(c4ccc([N+](=O)[O-])cc4)C(=O)C23)c1 (configuration not stated) | 0.5 | 16 | 0.3 | 14
CCc1ccc(-n2c(C)cn3c4c(=O)n(CC(N)=O)c(=O)n(C)c4nc23)cc1 | 0.7 | 18 | 0.3 | 2
CNC(=O)NC(=O)CN1C(=O)NC(C)(CCC(C)C)C1=O (configuration not stated) | 0.6 | -22 | 0.2 | -4
CC1CCC(NC(=O)CNC(=S)N(Cc2ccccc2)Cc2cccs2)CC1 (configuration not stated) | 1.7 | -1 | 0.0 | -5
CC(C)NC(=O)CSc1nnc2n1C(C)(C)Cc1ccccc1-2 | -0.3 | -1 | 0.4 | 6
CCc1ccccc1NC(=O)c1oc(=O)c2ccccc2c1-c1ccc(C)cc1 | 0.5 | 15 | 0.3 | 6
O=c1[nH][nH]c(=S)n1CCc1ccccc1 | -1.4 | -2 | 0.0 | -7
O=C(CSc1ncn(-c2ccccc2)n1)Nc1ccccc1Br | -2.9 | 24 | 0.6 | 22
O=C(NCCc1ccc(N2CCCC2)cc1)c1ccc(F)c(F)c1 | -2.4 | 20 | 0.6 | 6
CCCCNC(=O)C(=O)NCC1CCCO1 (configuration not stated) | 0.1 | 4 | 0.4 | -2
CC(C)(C)c1[nH]nc2c1C(c1ccoc1)C(C#N)=C(N)O2 (configuration not stated) | -0.4 | -5 | -0.1 | -4
CC(C)(C)c1ccc(C(=O)Nc2cccc(NC(=O)c3cc(I)ccc3Cl)c2)cc1 | 0.0 | 1 | -0.1 | -41
Cc1nc2cc(-c3cccc(F)c3)nn2c(C)c1CCC(=O)NCCN1CCOCC1 | -0.5 | -8 | -0.2 | -4
COC(=O)c1sccc1NC(=S)N(C)Cc1ccccc1 | 0.1 | -3 | 0.1 | -6
CC(C)c1nnc(NC(=O)c2ccccc2F)s1 | -0.3 | -1 | -0.1 | -64
COc1ccccc1CC(=O)Nc1nc2ccccc2[nH]1 | -0.6 | 7 | 0.3 | -15
Cc1nc(N2CCCCC2)c2c(C)c(C(=O)Nc3ccc(Br)cc3C)sc2n1 | -0.4 | 4 | 0.2 | -1
CN(C)C=Nc1ncc2c(c1C#N)Nc1ccccc1C2 | -0.7 | 3 | -0.1 | -25
O=C(O)CCNc1c([N+](=O)[O-])c(=O)oc2ccccc12 | -1.0 | 23 | 0.2 | 2
COc1ccc(-c2nnc(NC(=O)c3ccoc3C)s2)cc1 | -1.5 | 3 | 0.0 | -1
CCCC(C)NC(=O)C1CCN(S(=O)(=O)c2ccc(Br)cc2)CC1 (configuration not stated) | 0.9 | 7 | 0.1 | 2
CCOC(=O)N1CCC(n2c(SCC(=O)Nc3nccs3)nc3ccccc3c2=O)CC1 | 0.6 | -1 | 0.0 | 1
C/C(CC(=O)Nc1ccccc1[N+](=O)[O-])=N\NC(=O)c1ccc([N+](=O)[O-])c(Cl)c1 | 2.5 | 4 | -0.1 | -1

An excerpt from above in order of formula weight, rising.
SMILES | GPR151 ag | MITF primary | FBW7 act | TEAD-YAP inh
COc1ccc(-c2nnc(NC(=O)c3ccoc3C)s2)cc1 | -1.5 | 3 | 0.0 | -1
CCCC(C)NC(=O)C1CCN(S(=O)(=O)c2ccc(Br)cc2)CC1 (configuration not stated) | 0.9 | 7 | 0.1 | 2
C/C(CC(=O)Nc1ccccc1[N+](=O)[O-])=N\NC(=O)c1ccc([N+](=O)[O-])c(Cl)c1 | 2.5 | 4 | -0.1 | -1

This is a random part of the collection (roughly 3.5% active in at least one column).
